Bioassay records: PubChem BioAssay, The Scripps Research Institute Molecular Screening Center
TEAD-YAP inh: TEAD-YAP interaction inhibition, primary screen, TEAD-YAP interaction inhibitor project, luminescence, HEK-TIYL cells | TEAD-Gal4/YAP UAS-luciferase luminescence | inhibition, % at 9.12 µM | hit rate 1.4% among 640,000; in the data active = inhibition above about 32%;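 note: 0% = median of test compound wells and 100% = reference inhibitor wells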
MITF primary: MITF inhibitors, primary screen, biochemical, AlphaScreen, human | AlphaScreen MITF homodimerization, bead proximity signal | inhibition, % at 2.6 µM | hit rate 0.91% among 650,000 | AID 1259374, 2018; in the data active = inhibition above about 50%;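 note: 0% = vehicle wells with protein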
FBW7 activator: FBW7 E3 ligase activators, primary screen, biochemical, AlphaScreen, human | AlphaScreen FBW7–phospho-cyclin E peptide binding, activator screen | normalized activity (activation), % at 26.1 µM | hit rate 0.13% among 650,000; in the data active = normalized activity above about 1.9%;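 note: purified mutant Fbw7 with reduced substrate affinity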
Target sequence (Q969H0 whole entry, looked up): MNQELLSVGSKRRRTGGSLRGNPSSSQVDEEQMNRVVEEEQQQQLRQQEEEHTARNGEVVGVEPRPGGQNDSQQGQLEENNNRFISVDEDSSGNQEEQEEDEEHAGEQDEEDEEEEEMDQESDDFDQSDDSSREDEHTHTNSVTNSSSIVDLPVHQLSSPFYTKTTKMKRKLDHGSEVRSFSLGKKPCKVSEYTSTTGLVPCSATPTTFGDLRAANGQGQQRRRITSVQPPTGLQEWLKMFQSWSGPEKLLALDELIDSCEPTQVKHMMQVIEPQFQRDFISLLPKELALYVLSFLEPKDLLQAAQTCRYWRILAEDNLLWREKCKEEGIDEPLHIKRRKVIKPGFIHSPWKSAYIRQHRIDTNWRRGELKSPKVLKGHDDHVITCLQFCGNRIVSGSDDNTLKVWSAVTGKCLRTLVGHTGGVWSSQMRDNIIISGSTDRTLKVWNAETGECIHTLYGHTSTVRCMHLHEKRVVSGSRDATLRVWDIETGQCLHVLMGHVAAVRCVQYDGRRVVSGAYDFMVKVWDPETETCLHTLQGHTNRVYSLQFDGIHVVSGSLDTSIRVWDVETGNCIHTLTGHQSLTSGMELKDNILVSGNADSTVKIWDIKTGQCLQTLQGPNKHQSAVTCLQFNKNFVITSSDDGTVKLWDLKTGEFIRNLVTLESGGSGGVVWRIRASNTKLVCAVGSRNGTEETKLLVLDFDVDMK
GPR151 activ: activators of human GPR151, primary screen, cell-based, PathHunter beta-arrestin, luminescence; G-protein coupled receptor 151 (Homo sapiens), Q8TDV0; PathHunter beta-arrestin GPR151 cells; activation, % at 11.2 µM; hit rate 1% among 650,000; AID 1508602, 2020; in the data active = activation above about 4.9%;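 note: 0% = median of compound wells and 100% = cells with positive control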
* = called active by the depositor; · = no result given; & = joins results of further samples.

Structure,MITF primary,FBW7 activator,TEAD-YAP inh,GPR151 activ
O=C1CCCc2c1cc(C(=O)NCCO)c(=O)n2-c1ccccc1,-8.4,0.2,1.8,0.1
CC(C)c1nc(CNC(=O)CC2C(=O)NCCN2Cc2ccoc2)cs1 (stereo not drawn),-0.2,-0.1,-3.5,-0.5
Cc1ccc2c(c1)CN(C(=O)C1CCOCC1)CC(C)O2 (stereo not drawn),-0.2,0.0,-1.2,-0.5
COC(=O)CSC1=C(C#N)C(c2ccco2)C(C(=O)Nc2ccccc2)=C(C)N1 (stereo not drawn),20.8,0.3,3.7,-1.4
O=C1NCCNC1(c1c[nH]c2ccccc12)C(F)(F)F (stereo not drawn),5.9,0.1,8.7,-1.1
O=C(/C=N\O)Nc1ccccc1C(=O)O,-6.0,-0.2,-4.1,1.3
O=C(NCCC1=CCCCC1)C(=O)NCc1ccccc1,-10.4,0.0,-6.0,-1.6
COc1ccc(OC)c(S(=O)(=O)N2CCCC(N(C)CCc3ccccc3)C2)c1 (stereo not drawn),-9.2,-0.1,-1.4,-0.6
COc1ccc(C2CC(=O)C3=C(C2)Nc2ccccc2NC3c2cccc(OC)c2OC)cc1 (stereo not drawn),3.5,-0.2,6.2,0.1
COc1cccc(CNC(=O)C(=O)Nc2ccc(F)cc2F)c1,3.2,0.2,-6.6,-0.4
CCCCC(=O)N1CCc2cc(OC)c(OC)cc2C1COc1ccc(C(C)C)cc1 (stereo not drawn),14.1,-0.1,-6.4,1.8
Cn1cc(S(=O)(=O)N2CCOCC2)cc1C(=O)N1CCC(Cc2ccccc2)CC1,12.6,0.1,7.5,1.2
O=C(COC(=O)c1cccc(Cl)c1)c1cccc([N+](=O)[O-])c1,-13.7,0.2,7.1,-1.0
COc1ccc(NC(=O)c2ccc(N3C(=O)c4cccnc4C3=O)cc2)cc1,28.2,-0.5,-15.5,-2.7
O=C1NC2(CCN(C(=O)c3cccn4c(=O)c5ccccc5nc34)CC2)Oc2ccccc21,-1.2,-0.1,1.4,0.0
CCCCCn1c(C)nc2ccccc21,0.0,0.1,13.6,0.4
Cc1cccc(N=C(NN)c2ccc3ccccc3n2)c1,10.0,-0.1,65.7*,-2.1
COc1ccc(S(=O)(=O)Nc2ccccc2C(=O)Nc2ccc(F)c(F)c2F)cc1,13.5,0.4,-0.1,-0.5
CCN(C(=O)Cc1ccc(OC)c(OC)c1)C12CC3CC(CC(C3)C1)C2,14.5,0.4,4.1,-0.5
NC(CC(=O)c1ccc(Cl)cc1Cl)C(Cl)(Cl)Cl (stereo not drawn),8.6,0.2,-3.5,1.9&0.5
CCSc1ncc(Cl)c(C(=O)Nc2sc3c(c2C(=O)OC)CCC3)n1,-1.5,0.1,-16.3,-0.8
Cc1ccc(CN2CCN(c3ccccn3)CC2)cc1,43.9,0.6,6.5,-0.1
O=S(=O)(NCC1CCCN(Cc2cccc3nonc23)C1)c1cccc2cccnc12 (stereo not drawn),0.0,0.0,-8.3,-1.6
Cc1ccc2nc(/C(C#N)=C/c3cccc4ccccc34)[nH]c2c1,6.5,0.1,-16.0,0.2
CCCOC(=O)c1ccc(OC(=O)c2ccc([N+](=O)[O-])cc2[N+](=O)[O-])cc1,6.8,0.1,4.6,-0.2
COc1cccc2cc(C(=O)Nc3ccc(CC(=O)O)cc3)c(=O)oc12,-11.3,-0.1,71.9*,-4.2
COc1ccc(CNC(=O)CN(C)S(=O)(=O)c2ccc3c(c2)CCC(=O)N3)cc1,-4.8,0.2,2.4,1.4
O=C(CC1=CCCCC1)NCC1Cc2cc(-c3cnccn3)ccc2O1 (stereo not drawn),11.4,-0.2,-7.1,-1.5
C/C(Nc1ccccc1)=C(/C#N)C(N)=O,26.1,0.5,9.0,-1.0
CCCCN(CCO)c1nc(C)nc2c1nnn2Cc1ccc(F)cc1,-4.8,0.0,-17.5,0.3
Clc1ccc(C2C3CC=CC3c3cc(Br)cc4c3N2CC2CC=CC42)cc1 (stereo not drawn),11.3,-0.1,4.8,0.7
O=c1[nH]c2ccccc2nc1/C=C(\O)C(F)F,14.4,-0.1,4.3,-0.1
CSCCC(NC(=O)c1ccc(Cl)cc1Cl)C(=O)OCC(N)=O (stereo not drawn),7.8,0.0,6.4,-1.9
COc1ccccc1N(CC(=O)Nc1ccccc1)S(=O)(=O)c1ccccc1,-23.0,0.1,1.4,-0.1
Cc1oc2ccc(NS(=O)(=O)c3ccc(Cl)cc3)cc2c1C(=O)OC(C)C,3.1,0.1,2.4,0.7
Cc1noc(NS(=O)(=O)c2ccc(NC(=O)COc3ccccc3C#N)cc2)c1C,12.5,0.2,-3.5,1.7
CCC1CC(CNC(=O)OCCN(CC)CC)C1(C)C (stereo not drawn),2.9,-0.1,1.4,-0.9
CCOC(=O)c1sc2ncn(Cc3ccccc3C)c(=O)c2c1C,-3.4,0.0,-16.9,-1.1
CCc1ccc(-n2c(SCC(N)=O)nnc2-c2ccc(NS(C)(=O)=O)cc2)cc1,5.0,0.1,7.2,-0.2
O=C(C1CC1)N1CCN=C1SCc1ccccc1Cl,-8.3,0.0,3.4,-0.4
COC(=O)c1ccc(C(=O)OC)c(NC(=O)COc2ccc3ccccc3c2)c1,-3.5,0.1,-11.1,1.8
NC(C(=O)NCc1nc(-c2ccncc2)n[nH]1)c1ccc(Br)cc1 (stereo not drawn),3.3,0.0,7.3,0.5
CCOC(=O)c1cccc(NC(=O)N2CCOc3ccc(C)cc32)c1,-5.8,0.2,-9.9,-0.4
CN(S(=O)(=O)c1cccc(C#N)c1)S(=O)(=O)c1ccc(Cl)c([N+](=O)[O-])c1,0.6,-0.1,10.8,-0.4
CCOc1cccc(CNn2cnnc2)c1OCc1ccccc1Cl,-0.3,-0.4,7.3,-0.4
CCC1CN(CCNC(=O)c2cccc(C)n2)Cc2cc(OC)ccc2O1 (stereo not drawn),-4.0,-0.2,16.5,0.7
CC/C(=N/NC(=O)CCC(=O)N/N=C(\CC)c1ccccc1)c1ccccc1,18.0,0.1,-1.5,-1.6
CCOC(=O)CSc1nc2c(sc(=S)n2-c2ccccc2C)c(=O)n1-c1ccccc1F,-0.9,-0.2,-1.1,-1.1
Cc1nn(C)c(C)c1-c1ccc(C(=O)NCCOc2ccccc2)s1,4.2,-0.2,-57.0,0.8
COc1cccc(NC(=O)CCN2CCN(C/C=C/c3ccccc3)CC2)c1,-1.6,-0.6,2.6,1.0
Cc1nc2c3ccccc3nc(SCc3ccncc3)n2n1,3.0,0.0,-30.0,1.2
O=C(CSc1nnc(-c2ccccc2)o1)c1ccccc1,-1.5,0.0,-8.0,1.8
COc1cc([N+](=O)[O-])ccc1NC(=O)CN1C(=O)NC2(CCc3ccccc32)C1=O (stereo not drawn),-8.4,0.0,5.6,-1.9
CCCCn1c(SCC(N)=O)nnc1-c1ccoc1C,30.1,0.0,-2.4,-0.1
Cc1ccc(NC(=O)N[C@H]2C[C@H]3C(=O)N[C@H](C)C(=O)N3C2)cc1Cl,-7.4,0.2,-7.2,-2.1
Cc1cccc2nc(-c3ccncc3)c(NC(C)(C)C)n12,-11.7,0.0,2.6,-0.2
c1ccc(-c2ccccc2OCCCCN2CCNCC2)cc1,49.4,-0.6,-2.8,-1.7
Cc1cc(=O)n2nc(N3CCCC3C(=O)N3CCN(c4ccccc4)CC3)sc2n1 (stereo not drawn),6.8,0.0,3.3,3.7
COc1ccccc1N/C(C)=C/C(=O)c1ccccc1,-1.6,0.0,9.7,2.7
CC1CC(C)CN(C(=O)C2CCCN(C(=O)c3cc4sccc4n3C)C2)C1 (stereo not drawn),-1.8,-0.4,-0.7,1.1

Next entries follow.
Structure,MITF primary,FBW7 activator,TEAD-YAP inh,GPR151 activ
CCc1ccc(Nc2ncnc3c2cnn3-c2ccc(OC)cc2)cc1,-2.5,0.0,-11.2,1.0
Cc1ncc(CSc2nc3ccccc3s2)c(N)n1,-0.7,0.1,-5.0,0.0
Cc1ccc(NC(=O)CN(c2ccc(F)c(Cl)c2)S(C)(=O)=O)c(C)c1,5.1,0.0,-9.3,-1.7
Cc1ccc(N(CC(=O)NC2CCCC2)C(=O)CCCC(=O)Nc2ccccn2)c(C)c1,12.1,0.1,2.6,-1.0
Cc1ccc(-n2nc3c(c2NC(=O)c2c(-c4ccccc4Cl)noc2C)CS(=O)(=O)C3)cc1,6.9,0.0,-2.6,1.1
CC(C)n1cnc2c(N)nc(N3CCC(N4CCOCC4)CC3)nc21,4.6,0.0,-5.5,-0.6
CCOc1ccc(-c2ccc(SCC(N)=O)nn2)cc1,23.4,-0.1,-41.2,-2.1
COc1ccc(-c2cc(C(=O)NN)[nH]n2)cc1,0.1,0.4,61.6*,-0.8
COc1cccc(C=Nc2cc(NC(C)=O)c(Cl)cc2Cl)c1,13.7,0.1,-12.8,0.2
C[C@H]1NC(=O)[C@H]2CN(Cc3ccc(CN4CCCCC4)s3)CCN2C1=O,15.4,0.6,8.5,1.1
CCN(C(=O)C1CCC1)c1nnc(-c2ccccc2C)s1,4.1,0.1,-25.4,0.3
COCCNC(=O)c1sc2nc(C)cc(C)c2c1-n1cccc1,-2.2,-0.1,-8.8,-0.8
Cc1ccc(-c2noc(C3CCCN(S(=O)(=O)c4ccc(C(C)(C)C)cc4)C3)n2)o1 (stereo not drawn),77.2*,-0.1,3.8,-0.7
CCOC(=O)c1nnn(Cc2ccccc2)c1N,-8.6,0.2,-8.0,-1.8
Cn1c(=O)c2cc(NC(=O)c3ccccc3F)c(=O)oc2n(C)c1=O,-12.8,-0.3,4.7,-0.3
Cc1cccnc1NC(=O)COc1ccc(Cl)cc1,-24.2,0.1,-14.0,1.4
O=C(Cn1c(=O)oc2ccccc21)Oc1ccc2c(c1)OCO2,6.3,0.3,3.5,1.8
CC1CC2C3CCC4=CC(=O)C=CC4(C)C3(F)C(O)CC2(C)C1(O)C(=O)CO (stereo not drawn),4.5,0.0,·,-2.1
O=[N+]([O-])c1ccc(O)c(C=NC(CO)(CO)CO)c1,-11.2,-0.2,8.1,-0.1
O=C(CSc1nccc(=O)[nH]1)Nc1ccc(Br)c(Cl)c1,-11.1,0.0,-1.8,-0.9
COc1ccc(/C=C/C(=C(\C#N)C(N)=C(C#N)C#N)C2CC2)cc1,-11.4,-0.1,-7.8,-0.5
CC(=O)c1cccc(NC(=S)NC(=O)/C=C/c2cccc([N+](=O)[O-])c2)c1,-7.6,-0.1,-2.3,0.6
CC(Cn1cccn1)C(=O)N1CCC(CO)(CCc2ccccc2)CC1 (stereo not drawn),-4.5,0.0,0.8,1.4
COc1ccc(C2CC(C(F)(F)F)n3nc(C(=O)Nc4cccc(C(F)(F)F)c4)cc3N2)cc1 (stereo not drawn),-5.9,-0.1,0.2,0.1
CC(C)N(CCNc1cc(-c2ccccc2)nc(N)n1)C(C)C,12.0,0.1,11.3,1.3
C=CCN1C(=O)S/C(=C/c2cn(C)c3ccccc23)C1=O,2.0,-0.1,-8.6,3.3
O=C1CC(=O)NC(SCC(=O)Nc2ccccn2)=N1,-1.0,-0.2,1.3,0.5
CC1(C(=O)OCC(=O)NC(=O)NCc2ccccc2)CC1(Cl)Cl (stereo not drawn),-3.9,-0.1,5.4,0.0
COCCNC(=O)CSc1nc(N)c(NC(=O)c2ccco2)c(=O)[nH]1,-15.8,0.1,8.7,0.1
O=C(Cn1nnc(-c2ccccc2NC(=O)c2ccc(F)cc2)n1)Nc1ccccc1,2.1,0.2,-2.2,0.1

Three entries drawn at random from those above, as already listed:
Structure,MITF primary,FBW7 activator,TEAD-YAP inh,GPR151 activ
C[C@H]1NC(=O)[C@H]2CN(Cc3ccc(CN4CCCCC4)s3)CCN2C1=O,15.4,0.6,8.5,1.1
CC(C)n1cnc2c(N)nc(N3CCC(N4CCOCC4)CC3)nc21,4.6,0.0,-5.5,-0.6
O=C(Cn1nnc(-c2ccccc2NC(=O)c2ccc(F)cc2)n1)Nc1ccccc1,2.1,0.2,-2.2,0.1

(cont.)
Structure,MITF primary,FBW7 activator,TEAD-YAP inh,GPR151 activ
CCOc1cc(C2NC(=S)NC(C)=C2C(=O)Nc2ccc(OC)cc2OC)ccc1O (stereo not drawn),13.5,0.3,-1.9,0.1
CC1Cc2ccccc2N1S(=O)(=O)c1ccc2c(c1)CCC(=O)N2 (stereo not drawn),0.3,0.0,6.4,0.8
O=c1ccc2cc3c([nH]c4ccc(Br)cc43)oc-2c1O,41.6,0.1,6.0,0.1
COc1ccc(C(=O)/C=C/c2cccc(F)c2)cc1,-3.1,-0.9,-45.5,0.5
O=C(CNC(=O)c1c[nH]c2ccccc12)NC1CC1,-13.9,0.0,0.4,-0.3
O=C1COc2ccc(C(=O)COC(=O)CCCOc3ccccc3)cc2N1,12.2,1.0,4.3,-1.0
COc1ccc(NC(=O)CN2CCN(S(=O)(=O)c3c(C)cc(C)cc3C)CC2)cc1,17.4,0.0,8.8,0.7
COc1cc(C(=O)Oc2ccc(Br)cc2C(=S)N2CCCCC2)cc(OC)c1OC,5.9,0.8,6.9,-0.8
CCOc1ccc(-c2nc(C#N)c(NCc3ccc4c(c3)OCO4)o2)cc1,6.8,0.1,-4.4,-0.3
